# TAAR1 agonist: human TAAR1 agonism. Q96RJ0. CHO RD-HGA16 TAAR1, Fluo-8 calcium fluorescence; vehicle wells 0%, saturating PEA agonist 100%. activation, % at 3 µM. actives 0.99% (n = 360,000). AID 624467;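 active means activation above the mean activation of all test compounds in the run plus 3 SD, cut at about 38% in these data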
# Target sequence (Q96RJ0 whole entry, looked up): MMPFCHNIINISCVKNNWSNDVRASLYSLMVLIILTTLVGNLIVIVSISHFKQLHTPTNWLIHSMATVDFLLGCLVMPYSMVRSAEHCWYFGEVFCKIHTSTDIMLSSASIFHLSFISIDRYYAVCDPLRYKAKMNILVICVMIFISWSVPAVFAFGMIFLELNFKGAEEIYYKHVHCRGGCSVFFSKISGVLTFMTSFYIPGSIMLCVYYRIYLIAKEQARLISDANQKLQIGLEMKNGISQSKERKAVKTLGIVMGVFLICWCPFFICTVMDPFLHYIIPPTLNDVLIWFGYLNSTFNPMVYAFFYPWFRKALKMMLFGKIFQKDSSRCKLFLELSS
#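 System: CHO-derived RD-HGA16 cells with stable Gα16 and human TAAR1. Times: 17-24 h plating, Fluo-8 75 min 37 °C, 30 min RT. Measured by: calcium-sensitive Fluo-8 signal, excitation 470-495, emission 515-575 nm. Read-out basis: % activation relative to PEA EC100 response. Control set: DMSO and PEA EC100. Repeats: no replicates (n 1).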
# M1 PAM parental: counter-screen for M1 PAMs: effect in parental CHO-K1 cells | ATP EC20, Fluo-8 calcium fluorescence; 0% at ATP EC20, 100% at ATP max | activation, % at 3 µM | actives 0.02% (n = 360,000);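 active means activation above the run cutoff, the mean activation of all test compounds plus 3 SD, cut at about 40% in these data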;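 further: peak over basal fluorescence ratio in a 140 s read after ATP addition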
# OXTR potentiate: human OXTR potentiation | P30559 | CHO-OTR cells, Fluo-8 calcium fluorescence, potentiator mode; 0% = oxytocin EC15, 100% = EC100 | activation, % at 3 µM | actives 0.061% (n = 320,000);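 active means activation above that plate's cutoff, the mean activation of tested compounds plus 3 SD, cut at about 6.6% in these data, passing the limit was not always enough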;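 further: 100% uses oxytocin at 75 nM as the full agonist control; some results filed as inactive read as strong as hits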
#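 test system = CHO-OTR cells, human receptor | compound = single-point 3.0 µM | schedule = 6 min compound pre-incubation at room temperature, 100 s kinetic read | signal = Fluo-8 no-wash calcium dye fluorescence, excitation 470-495 nm, emission 515-575 nm | repeats = single well per compound, singlicate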
# M1 ag parental: M1 agonist counterscreen hit in parental CHO-K1 cells | Fluo-8 calcium fluorescence; scaled to maximal ATP response, vehicle zero | activation, % at 3 µM | actives 0.48% (n = 360,000); in the data active means activation above about 15%;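 further: untransfected CHO-K1 host cells lacking M1 receptor as counterscreen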
# CHRM1 agonist: human M1 muscarinic receptor agonism. actives 0.33% (n = 360,000). activation, % at 3 µM. CHO-K1 hM1, Fluo-8 calcium fluorescence, agonist mode; 0% DMSO, 100% acetylcholine EC100. P11229;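 active means activation above the run's mean compound activation plus 3 SD, cut at about 16% in these data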;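 further: peak over basal fluorescence ratio within a 140 s kinetic read after compound addition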
# Target sequence (P11229 whole entry, looked up): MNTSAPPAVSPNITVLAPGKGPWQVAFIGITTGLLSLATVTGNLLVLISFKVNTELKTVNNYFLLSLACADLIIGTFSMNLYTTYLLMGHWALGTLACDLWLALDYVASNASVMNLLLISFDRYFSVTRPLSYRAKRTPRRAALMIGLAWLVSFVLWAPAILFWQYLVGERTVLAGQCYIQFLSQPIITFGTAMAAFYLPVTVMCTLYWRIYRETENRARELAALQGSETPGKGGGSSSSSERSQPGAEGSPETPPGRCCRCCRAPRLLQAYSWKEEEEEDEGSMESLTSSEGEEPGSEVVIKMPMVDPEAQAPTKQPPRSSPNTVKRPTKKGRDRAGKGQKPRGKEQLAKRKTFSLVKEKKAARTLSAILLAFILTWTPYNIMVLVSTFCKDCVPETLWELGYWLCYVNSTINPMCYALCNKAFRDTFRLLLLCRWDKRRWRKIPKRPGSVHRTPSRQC
# M1 antag: human CHRM1 antagonism; P11229; CHO-K1 hM1, Fluo-8 calcium fluorescence, ACh EC80 antagonist; inhibition, % at 3 µM; actives 1.3% (n = 360,000);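 active means percent inhibition above its own plate's cutoff, namely the mean of that plate's compound wells plus 3 SD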;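 further: peak over basal fluorescence ratio during 140 s after agonist addition; 0% = ACh EC80 plus DMSO and 100% = DMSO alone without agonist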
# CHO-K1 Ca antag: nonselective inhibitor or artifact in parental CHO-K1 cells; AID 602250; ATP-induced calcium, Fluo-8 fluorescence; inhibition, % at 3 µM; actives 0.6% (n = 360,000);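 active means inhibition above a per-plate cutoff, the plate's mean sample inhibition plus 3 SD, cut at about 24% in these data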;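 further: 0% = DMSO plus EC80 ATP and 100% = DMSO alone without ATP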
# CHO parental Ca: signal in parental CHO cells, OX1R antagonist counter-screen; parental CHO-K1, ATP-induced calcium, Fluo-8 fluorescence; inhibition, % at 5.6 µM; actives 0.63% (n = 330,000); AID 463079;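 active means inhibition above that plate's mean sample inhibition plus 3 SD, cut at about 26% in these data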;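 further: 0% = ATP-challenged DMSO wells and 100% = DMSO wells without ATP; some compounds past the cut are filed as inactive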
#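 Measured by: calcium-sensitive Fluo-8 fluorescence / Test system: CHO parental line / Controls: ATP-challenged DMSO wells low, unchallenged DMSO wells high / Measure: % inhibition / Compound: single nominal dose of 5.6 µM per compound / Replicates: single well per compound, no replicates / Reagent: ATP as calcium-mobilizing challenge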
# TAAR1 antag: antagonists of human TAAR1; CHO RD-HGA16 TAAR1, Fluo-8 calcium fluorescence, antagonist; actives 1.5% (n = 360,000); inhibition, % at 3 µM;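 active means inhibition above a per-plate cutoff, the mean inhibition of test compounds on that plate plus 3 SD, cut at about 49% in these data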;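 further: 0% = DMSO plus EC80 beta-PEA response and 100% = DMSO alone without agonist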
#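 Test system: RD-HGA16 CHO cells with stable hTAAR1 and Gα16 / Probe or stimulus: EC80 β-phenethylamine stimulus / Times: seeding 17-24 h prior, 75-min 37 °C, 30-min RT dye loading / Detection: Fluo-8 calcium-sensitive fluorescence / Read-out basis: % inhibition scaled between DMSO and EC80 PEA controls / Repeats: singlicate, one well per test compound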
# Starred values were filed as active, the others as inactive; · = no result given.
SMILES,TAAR1 agonist,M1 PAM parental,OXTR potentiate,M1 ag parental,CHRM1 agonist,M1 antag,CHO-K1 Ca antag,CHO parental Ca,TAAR1 antag
O=C(COC(=O)c1cc(-c2cccc(Br)c2)nc2ccccc12)NCC1CCCO1 (stereo not drawn),6,-14,-14,-0.3,3,4,28*,-18,35
CCOc1ccc(NC(=O)CNC(=O)c2nn(-c3ccc(OC)cc3)c(=O)c3ccccc23)cc1,19,7,-9,1.6,2,-10,8,-13,41
COCCNc1nnc(SCC(=O)c2c[nH]c3ccccc23)s1,7,16,-2,0.8,-5,-9,6,3,-12
Cc1cc(OCC(=O)Nc2ccc(CN3CCOCC3)cc2)c2c(C)cc(=O)oc2c1,3,-4,-2,1.9,-5,4,-6,-19,-7
Cc1ccc(NC(=O)CSc2nn3c(=O)c(C)nnc3s2)cc1Cl,16,9,-6,0.4,1,6,10,-13,-37
Cc1cc(C)cc(NC(=O)c2cc(S(=O)(=O)NCc3ccco3)ccc2F)c1,-3,23,2,0.3,-6,-3,1,-11,19
COc1ccccc1NC(=O)CSc1nnc(Cn2c(=O)sc3ccccc32)n1C,0,-3,4,-0.3,3,-11,-1,-20,-8
Cc1cc(OCC(=O)Nc2ccccc2N2CCOCC2)c(C(C)C)cc1Cl,1,10,-7,-0.1,-2,-20,-20,-46,1
C/C(=N\NC(=O)COc1ccccc1[N+](=O)[O-])c1cccs1,1,11,-4,1.1,-5,-5,0,-11,4
Cc1ccnc(NS(=O)(=O)c2ccc(NC(=O)Cc3cccs3)cc2)n1,·,15,3,0.1,-3,-3,-12,-3,·
CCOC(=O)C1CCN(Cc2cn(C)nc2-c2ccc(Oc3ccccc3)cc2)CC1,5,11,0,2.0,-7,-17,-17,-10,-16
CN1OC[C@@H]2CN(C(=O)CCc3ccccc3)[C@H](c3ccc(N4CCCCC4)cc3)C[C@@H]21,1,-4,·,0.0,-1,-19,17,·,-11
Cc1nc2nc3c(c(=O)n2[nH]1)CCCC3,-1,4,-16,0.1,0,13,-2,-7,-35
Cc1ccc(NC(=O)COC(=O)C2(CC(=O)NC(C)C)CCCC2)cc1C,14,2,3,1.0,-4,-2,-10,-8,-10
CCNC(=O)COC(=O)CNC(=O)c1cc(Cl)cc([N+](=O)[O-])c1,6,22,-1,1.1,-2,-8,-11,-7,-25
CC(=O)c1ccc(S(=O)(=O)N2CCN(CCOc3ccc(Br)cc3)CC2)cc1,8,-17,-14,8.3,5,-6,-16,-8,34
COc1ccc(-c2nc(NC(=O)c3n[nH]c(=O)c4ccccc34)sc2C)cc1,2,16,-3,0.4,-10,0,-4,-20,14
Cc1ccc(C)c(C(C)NC(=O)CC#N)c1 (stereo not drawn),1,12,-14,0.8,-7,-17,-5,-10,3
CCN1CCN(C(c2cccs2)C(C)NC(=O)c2ccccc2OC)CC1 (stereo not drawn),0,14,-1,0.6,-9,5,2,-5,5
COc1ccc2[nH]c3c(=O)n(CCCCC(=O)NCCC(C)C)c(=S)[nH]c3c2c1,1,22,-5,1.4,-2,-11,-17,-13,-6
CC(C)c1nn(-c2cc(C(F)(F)F)ccn2)c(=O)o1,5,17,-2,0.7,-2,-19,-1,-11,-11
COC(=O)COc1ccc2cc(-c3ccc(OC)cc3)c(=O)oc2c1,2,12,-7,1.9,0,-7,-12,-8,-56
CC1C(=O)N(Cc2cn(CCC3OCCCO3)nn2)CCS(=O)(=O)N1Cc1ccc(-c2ccc(F)cc2)cc1 (stereo not drawn),15,6,·,5.4,-3,1,1,·,36
O=S(=O)(Nc1cccnc1)c1ccc(Cl)c(C(F)(F)F)c1,2,9,-4,0.9,-1,-2,-2,-10,-3
COc1cc(C(C(=O)NC2CCCCC2)N(C(=O)c2snc(C(N)=O)c2N)c2ccc(C)cc2)ccc1O (stereo not drawn),5,-7,-14,0.6,-2,5,4,-1,6

# Compound profiles, as listed above:
# Record of CN1OC[C@@H]2CN(C(=O)CCc3ccccc3)[C@H](c3ccc(N4CCCCC4)cc3)C[C@@H]21 : TAAR1 agonist = 1; M1 PAM parental = -4; OXTR potentiate = ·; M1 ag parental = 0.0; CHRM1 agonist = -1; M1 antag = -19; CHO-K1 Ca antag = 17; CHO parental Ca = ·; TAAR1 antag = -11
# Record of Cc1ccnc(NS(=O)(=O)c2ccc(NC(=O)Cc3cccs3)cc2)n1 : TAAR1 agonist = ·; M1 PAM parental = 15; OXTR potentiate = 3; M1 ag parental = 0.1; CHRM1 agonist = -3; M1 antag = -3; CHO-K1 Ca antag = -12; CHO parental Ca = -3; TAAR1 antag = ·
# Record of CC(=O)c1ccc(S(=O)(=O)N2CCN(CCOc3ccc(Br)cc3)CC2)cc1 : TAAR1 agonist = 8; M1 PAM parental = -17; OXTR potentiate = -14; M1 ag parental = 8.3; CHRM1 agonist = 5; M1 antag = -6; CHO-K1 Ca antag = -16; CHO parental Ca = -8; TAAR1 antag = 34

# The listing picks up, repeating the two entries before the break.
SMILES,TAAR1 agonist,M1 PAM parental,OXTR potentiate,M1 ag parental,CHRM1 agonist,M1 antag,CHO-K1 Ca antag,CHO parental Ca,TAAR1 antag
O=S(=O)(Nc1cccnc1)c1ccc(Cl)c(C(F)(F)F)c1,2,9,-4,0.9,-1,-2,-2,-10,-3
COc1cc(C(C(=O)NC2CCCCC2)N(C(=O)c2snc(C(N)=O)c2N)c2ccc(C)cc2)ccc1O (stereo not drawn),5,-7,-14,0.6,-2,5,4,-1,6
COC(=O)C1CCN(C(=O)CSc2nnc(-c3ccncc3)o2)CC1,3,7,2,0.1,-3,0,10,-9,10
COc1cccc2cc(S(=O)(=O)c3ccc(C)cc3)/c(=N/NS(=O)(=O)c3ccc(C)cc3)oc12,3,19,-2,0.4,-6,2,-9,-17,15
COc1ccc(NC(=O)c2nc(S(=O)(=O)Cc3cccc(C)c3)ncc2Cl)c(OC)c1,0,-18,-7,-0.5,-4,14,3,-13,-1
CCOC(=O)c1ccc(NC(=O)c2nc[nH]c2C(=O)NC[C@@H](C)O)cc1,2,2,·,1.3,-1,3,2,·,4
Cc1ccc(S(=O)(=O)Nc2nc3ccc(N)cc3s2)cc1,1,-14,0,0.2,-2,-7,-11,-3,-14
C/C(=N\NC(=S)Nc1cccc(C)c1)c1cccc(N)c1,1,22,8,0.8,-7,-7,-1,-12,32
Cc1ccc(OCCN(C)C(=O)CC2C(=O)NCCN2CC(C)(C)C)cc1 (stereo not drawn),-1,7,-8,15,-6,6,10,-32,6
Cc1ccc(C)c(NS(=O)(=O)c2ccc(-c3coc(C)n3)cc2)c1,3,-12,-21,4.0,0,-5,-8,7,1
O=C(O)CCc1ccc(-c2ccc(Br)cc2)n1Cc1ccco1,10,14,-4,0.7,-2,-23,-11,-17,-2
CCCCN1C(=O)C2NN=C(C(=O)OCC)C2C1=O (stereo not drawn),8,-6,6,0.0,-3,8,7,-6,14
CCCc1ccc(-c2cc(C(=O)NN3CCOCC3)c3ccccc3n2)cc1,10,3,-6,1.7,-5,-6,-2,-29,-2
CC1(C)N([O-])C(c2ccccc2)=C[N+](=O)C1(C)C,9,3,-3,0.1,-3,-2,1,-5,-24
O=[N+]([O-])c1ccc(/C([O-])=C(/C(=S)Nc2ccccc2F)[n+]2ccccc2)cc1,1,-13,-1,0.3,-6,-8,4,1,-1
COC(=O)CCCCCc1ccc(C(C)=O)s1,1,16,-4,-0.3,-1,-7,-2,-1,-14
O=C(Nc1ccc(Nc2ccncc2)cc1)c1ccc([N+](=O)[O-])cc1,0,5,-9,12,0,-2,8,-2,-9
CCOC(=O)c1cn2nc(Oc3ccc(OC)cc3)ccc2n1,2,4,0,-0.2,-1,-16,-12,-30,-5
Clc1ccc(-c2ccc(-c3nn4c(-c5ccco5)nnc4s3)o2)cc1,1,9,-5,0.0,-2,-2,-30,-19,17
Cc1ccc(CNC(=O)c2cc3c(-c4ccc(Cl)cc4)nn(C)c3s2)o1,-1,16,-7,0.6,-2,-16,-2,-1,3
CC(C)N(Cc1ccccc1)C(=O)COC(=O)c1c(F)cccc1F,4,11,6,0.8,-1,-5,-6,-6,3
O=C1/C(=C/c2ccccc2)CCCc2ccccc21,10,15,-14,-0.2,-2,-2,-12,-13,-10
Cc1cc(C(C)(C)C)nc2[nH]n(-c3ccccc3)c(=O)c12,9,11,-4,3.3,-4,-5,-5,-10,14
COc1ccc(/C=N/NC(=O)Cn2cnc3c2c(=O)n(C)c(=O)n3C)c(OC)c1OC,1,22,3,1.5,-1,-7,-14,-1,3
COC1CCCN(C(=O)c2ccc(OC3CCN(S(=O)(=O)N(C)C)CC3)cc2)C1 (stereo not drawn),6,-12,-11,0.1,-1,23,19,-5,-14
Cc1ccc(N2C(=O)CC(Sc3ccccc3C(=O)O)C2=O)c([N+](=O)[O-])c1 (stereo not drawn),2,16,-11,0.7,-7,-3,-3,-9,14
Cc1cc(C(=O)OCn2nnc3ccccc3c2=O)c(C)o1,11,5,-9,0.0,0,-3,-15,-7,-8
COc1ccc2[nH]c3c(NCCN(C(C)C)C(C)C)ncnc3c2c1,8,17,-21,0.0,-5,-1,-10,2,1
Cc1ccc(N(CC(=O)NCCc2ccc(F)cc2)S(=O)(=O)c2ccc(Cl)c([N+](=O)[O-])c2)c(C)c1,0,-11,-16,-0.4,-4,7,12,-2,16
CCN(CC)c1ccc(C2NCC(c3ccc([N+](=O)[O-])cc3)O2)cc1 (stereo not drawn),16,28,-7,1.1,-7,-5,-15,-4,-27
Cc1ccc(NC(=O)CSc2nnc(C)n2-c2ccccc2)cc1,11,18,3,-0.1,-2,-25,-15,-21,0
O=C(COC(=O)c1ccc2c(c1)OCO2)NC1CCCCC1,4,2,6,0.0,-2,-8,-5,-8,-7

# Screening data: PubChem BioAssay, The Scripps Research Institute Molecular Screening Center
